Source: PubChem BioAssay
HCMV antiviral: human cytomegalovirus inhibition; HFF cells, HCMV-luciferase reporter, 72 h; active compounds read low; activity change, negative = inhibition, % at 57.5 µM; 4.5% of 410,000 active; in the data active = activity change below about -60%; inconclusive = no clear call, values can overlap the other calls; inactive = above about -39%
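After 16 h attachment at 37C, HFF cells received test compound and HCMV-luciferase (1 PFU/cell); reporter luminescence read 72 h later, data normalized against buffer-only and known inhibitor Salinomycin.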
HCV inhibitor: HCV inhibition; Huh7.5.1 HCVcc-Cre infection, luciferase reporter, 44 h; Potency, µM (doses to about 41.8 µM), for the others: top-dose activity change, negative = inhibition, hits mostly inhibitors; 3.4% of 340,000 active; note: potency is the fitted concentration of half-maximal effect
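Reporter virus HCVcc-Cre (~0.5 moi) infects cells exposed to compound; seeding density 1,000 cells/well with 4 h settling beforehand. Luminescence, 15 sec read, taken 44 h post-infection following a 15 min RT substrate incubation.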
AmpC no deterg: inhibitors of E. coli AmpC beta-lactamase without detergent. Potency, µM (highest dose often 57.1 µM), inactives show at the highest dose activity change, negative = inhibition, actives largely listed as inhibitors. 0.52% of 330,000 active. AmpC nitrocefin hydrolysis, absorbance 480 nm, 0.0001% Triton. P00811;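 note: potency is the fitted concentration of half-maximal effect; plate controls were no compound for no effect and no enzyme for full effect; nearly all actives have a fitted effect of over 20% in size; some results filed as inactive show a strong effect at the top dose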
Target sequence (P00811 whole entry, looked up): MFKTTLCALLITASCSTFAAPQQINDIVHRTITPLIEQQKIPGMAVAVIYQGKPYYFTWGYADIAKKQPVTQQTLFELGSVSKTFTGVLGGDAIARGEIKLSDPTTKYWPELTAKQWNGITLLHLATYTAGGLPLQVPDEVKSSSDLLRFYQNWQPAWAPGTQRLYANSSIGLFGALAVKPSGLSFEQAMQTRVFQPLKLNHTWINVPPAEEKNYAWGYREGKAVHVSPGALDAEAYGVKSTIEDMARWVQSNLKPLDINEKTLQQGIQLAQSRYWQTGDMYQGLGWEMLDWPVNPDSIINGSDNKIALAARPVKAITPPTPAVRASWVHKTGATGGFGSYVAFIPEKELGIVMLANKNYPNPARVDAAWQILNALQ
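AmpC (5.3 nM in the dispensed reagent) in 20 mM phosphate pH 7.0 with 0.01% (detergent screen) or 0.0001% Triton X-100 was preincubated with compounds for 15 min at room temperature. Nitrocefin was then added from an 800 uM solution, and hydrolysis was followed at 480 nm.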
AMA1 RON2 block: AMA1-RON2 (P. falciparum) interaction inhibition. 0.2% of 360,000 active. Potency, µM (titrated, usually from 58.2 µM), for the others: at the highest dose activity change, negative = inhibition, most hits filed as inhibitors. AlphaScreen AMA1-biotinylated RON2 peptide binding;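 note: potency is the fitted concentration of half-maximal effect; 0% = vehicle wells and -100% = peptide control; nearly all actives have a fitted effect of over 45% in size; some results filed as inactive show a strong effect at the top dose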
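AMA1 (3D7) with his tag at 25 nM final met compounds first, then biotinylated RON2 peptide at 25 nM; detection used donor plus acceptor beads, 10 µg/mL apiece, read by AlphaScreen after 30 min at room temperature.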
AmpC inh detg: AmpC beta-lactamase inhibition with detergent present; AmpC hydrolysis of nitrocefin, absorbance 480 nm, 0.01% Triton; P00811; 0.041% of 370,000 active; Potency, µM (doses to about 114 µM), for the others: at the top dose activity change, negative = inhibition, most hits filed as inhibitors;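 note: potency is the fitted concentration of half-maximal effect; 0% = no-compound wells and -100% = no-enzyme wells; nearly all actives have a fitted effect of over 25% in size; some results filed as inactive show a strong effect at the top dose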
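20 mM phosphate pH 7.0 + 0.01% (detergent screen) or 0.0001% Triton X-100; 5.3 nM AmpC reagent; cpd preinc 15 min RT; nitrocefin (800 uM stock) to start; A480 q20 s × 4 min; Activity was normalised to no-enzyme and no-compound control wells.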
TbPYK inhibitor: inhibitors of Trypanosoma brucei pyruvate kinase. Q57TT1. TbPYK enzyme, Kinase-Glo Plus ATP luminescence, 45 min. Potency, µM (titrated, usually from 76.8 µM), inactives show at the top dose activity, negative = inhibition, usual class: inhibitors. 0.12% of 410,000 active; note: potency is the fitted concentration of half-maximal effect; nearly all actives have a fitted effect of over 50% in size
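Screened from lowest to highest concentration, compounds were pinned into TbPYK/substrate mixtures, and ADP (130 uM final) was added. Plates sat at room temperature for 45 min prior to Kinase-Glo Plus detection by luminescence.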
LmPK inh: inhibitors of Leishmania mexicana pyruvate kinase | Q27686 | Potency, µM (titrated, usually from 57.5 µM), for the others: top-dose activity change, negative = inhibition, usual class: inhibitors | AID 1721 | purified LmPK, Kinase-Glo ATP luminescence, 1 h | 0.37% of 290,000 active; note: potency is the fitted concentration of half-maximal effect
Target sequence (Q27686 whole entry, looked up): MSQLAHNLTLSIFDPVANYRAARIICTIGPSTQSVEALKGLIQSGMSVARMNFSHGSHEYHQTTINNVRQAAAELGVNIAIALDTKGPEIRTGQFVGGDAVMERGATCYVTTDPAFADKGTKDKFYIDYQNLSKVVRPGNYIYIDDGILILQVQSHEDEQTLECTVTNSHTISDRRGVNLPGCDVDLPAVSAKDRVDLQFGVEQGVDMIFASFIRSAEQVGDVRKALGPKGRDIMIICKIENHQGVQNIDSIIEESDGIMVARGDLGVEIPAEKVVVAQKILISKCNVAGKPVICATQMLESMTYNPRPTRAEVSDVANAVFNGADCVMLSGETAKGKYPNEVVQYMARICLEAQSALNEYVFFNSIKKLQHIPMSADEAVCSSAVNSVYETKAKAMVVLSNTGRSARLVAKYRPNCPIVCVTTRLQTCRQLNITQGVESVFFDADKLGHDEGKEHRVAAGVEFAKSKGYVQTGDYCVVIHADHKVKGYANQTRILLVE
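Screened at intermediate enzyme activity to detect both inhibitors and activators: LmPK at 0.1 nM, with a 0.5 nM enzyme column as activation reference. PEP 0.5 mM, ADP 0.1 mM; ATP detected by luminescence after 1 h.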
* hit, by the source's call; ? = inconclusive; nt = no result given; & = joins results of further samples; [ ] = dose if it differs, or a comment. Unless noted, calls come from the whole dose curve; as a rule, active = well fitted curve in the direction sought with a large enough effect; inconclusive = small, poorly fitted or top-dose-only effect, or another doubt; inactive = no such curve, though single readings can be large; an effect the other way counts as inactive or inconclusive. Unless noted, % is set by controls: 0 for no effect and ±100 for the full control effect.

SMILES	HCMV antiviral	HCV inhibitor	AmpC no deterg	AMA1 RON2 block	AmpC inh detg	TbPYK inhibitor	LmPK inh
C=CCSC1=NN2CCS(=O)(=O)N=C2S1	1	13%	-6%	4%	-3%	0%	-1%
Cc1oc(-c2ccccc2F)nc1CS(=O)(=O)CC(=O)NCCCN1CCN(C)CC1	-24	1%	27%	-6%	1%	11%	1%
COCCN(CC(=O)Nc1cccc(C)c1C)C(=O)Cc1cccs1	28	8%	-4%	-4%	?	0%	nt
O=c1c2oc3ccccc3c2[nH]c(=S)n1-c1ccc(F)cc1	-28	20%	-34%	102%[activator]	-10%	3%	0%[11.5 µM]
CCCNCc1cc(OC)c(OCc2ccccc2)cc1Br	-24	?	-5%[2.29 µM]	0%	-6%	-5%	3%
O=S(=O)(Nc1cc(F)ccc1F)c1ccc2[nH]c3c(c2c1)CCCC3	12	nt	nt	nt	7%	-4%	nt
CC(C)c1cccc(-c2csc(C(O)c3ccc(F)cc3)n2)c1 (configuration not stated)	-3	nt	nt	21%	nt	-5%	nt
O=C(c1ccccc1)N1CC(COc2ccccc2)OC(c2cccnc2)O1 (configuration not stated)	18	0%	27%	-6%	?	3%	3%
Cc1nn(Cc2ccccc2Cl)c(Cl)c1/C=C/C(=O)OCC(=O)NC(N)=O	-23	16%	-19%	-5%	?	-3%	-9%
O=C(NCc1ccccn1)Nc1ccc(Br)cc1	1	17%	-46%	15%	-4%	8%	-6%

Profiles from above:
O=c1c2oc3ccccc3c2[nH]c(=S)n1-c1ccc(F)cc1 is entered as HCMV antiviral = -28; HCV inhibitor = 20%; AmpC no deterg = -34%; AMA1 RON2 block = 102%[activator]; AmpC inh detg = -10%; TbPYK inhibitor = 3%; LmPK inh = 0%[11.5 µM]
COCCN(CC(=O)Nc1cccc(C)c1C)C(=O)Cc1cccs1 is entered as HCMV antiviral = 28; HCV inhibitor = 8%; AmpC no deterg = -4%; AMA1 RON2 block = -4%; AmpC inh detg = ?; TbPYK inhibitor = 0%; LmPK inh = nt

Additional compounds.
SMILES	HCMV antiviral	HCV inhibitor	AmpC no deterg	AMA1 RON2 block	AmpC inh detg	TbPYK inhibitor	LmPK inh
O=C(Nc1nc(-c2cccs2)c(C(=O)C(F)(F)F)s1)c1ccccc1	-34	?	-12%	-8%	-3%	-1%	2%
Cc1ccc(CNC(=O)N2CCC(CN3CCC(C)CC3)CC2)cc1	13	nt	nt	nt	4%	-6%	nt
CSc1ccc(Cl)c(C(=O)OCC(=O)N2CCNC2=O)c1	-17	?	-42%	7%	-5%	-11%	nt
C=CCn1c(COc2cccc(C)c2)nnc1SCC(=O)c1c(N)n(C)c(=O)n(C)c1=O	1	23%	nt	-3%	nt	0%	nt
Nc1nc(CN2CCN(Cc3ccccc3)CC2)nc(Nc2ccccc2)n1	-22	-2%	6%	?	?	1%	5%
O=C(NCCc1ccncc1)Nc1ccccc1	?	10%	-15%	0%	-10%	0%	3%
Cc1nc2c3ccccc3n(CCN3CCCCC3)c2s1	nt	-27%	-40%	nt	1%	nt	-3%
Cc1ccc(-c2noc(CN(C(=O)C34CC5CC(CC(C5)C3)C4)C(C)C)n2)cc1	0	17%	-10%	0%	0%	-15%	4%
O=C(Nc1nnc(SCC(=O)N2CCCCC2)s1)c1cccs1	40	13%	-50%	-2%	0%	?	-9%
COc1ccc(N2CCN(C(=O)CCCCCn3c(=S)[nH]c4ccc(N5CCOCC5)cc4c3=O)CC2)cc1	-28	nt	nt	97%[activator]	nt	12%	nt
CCc1nnc(SCC(=O)Nc2ccccc2)nc1CC	-14	4%	-9%	-4%	-9%	-3%	5%
COC(=O)c1nnn(CC(=O)Nc2cccc(Cl)c2C)c1C(=O)OC	-17	21%	-12%	1%	2%	-4%	15%
CCC(C(=O)c1ccc2ncccc2c1)c1ccccc1 (configuration not stated)	?	-8%	-3%	-4%	?	0%	-1%
Cn1c(=O)n(C)c2cc(CNCc3ccccc3)ccc21	12	nt	nt	nt	18%	3%	nt
C[C@@H]1C(c2ccc(F)cc2)=NN(c2ccc(Br)cc2)[C@H]1C(=O)N1CCOC1=O	-18	?	2%	65%[activator]	nt	4%	nt
COc1ccc(C(OCC2CO2)c2ccc(OC)cc2)cc1 (configuration not stated)	nt	nt	-6%	nt	3%	nt	4%
COc1cccc(/C=C/C(=O)N2CCN(c3ccccn3)CC2)c1	-11	-2%	-4%	22%	2%	5%	1%
CCC(=O)c1ccc2c(c1)N(CCCN(C)C)c1ccccc1S2	18	?	nt	-6%	nt	0%&1%	nt
Cc1ccc(NC(=O)c2ccc(S(=O)(=O)N3CCCCC3)cc2)nc1	-23	1%	-22%	1%	3%	-9%	nt
COc1ccc(C(CC(=O)Nc2ccc(C)cn2)N2Cc3ccccc3C2=O)cc1 (configuration not stated)	31	-10%	-30%	0%	?	-6%	9%
CC(=O)c1cccc(NC(=O)c2ccc(N(Cc3ccccc3)S(C)(=O)=O)cc2)c1	6	-26%	-4%	-4%	-13%	-27%	11%
COc1cccc(N(C(=O)CNC(=O)c2ccco2)C(C(=O)NC2CCCC2)c2ccncc2)c1 (configuration not stated)	18	11%&10%	1%	21%	?	2%	-2%
C#CCN(C[C@@H]1[C@@H](OC(=O)NCc2ccccc2F)[C@@H](OC(=O)NCc2ccccc2F)CN(C(=O)OC(C)C)N1C(=O)OC(C)C)S(=O)(=O)c1ccc(C)cc1	13	nt	nt	-5%	nt	-4%	nt
Cc1cccc(N(C)C(=O)c2cc3cc4ccc(C)cc4nc3o2)c1	1	-5%&19%	-26%	0%	2%	-3%	-3%
Cc1ccc2c(c1)-c1onc(C(=O)N3CCN(c4cc(Cl)ccc4C)CC3)c1CO2	-6	nt	nt	nt	12%	1%	nt
FC(F)(F)c1ccccc1Cc1c(C2CCCCC2)nc2c3ccccc3ccn12	19	nt	nt	-17%	nt	-18%	nt
Cn1c(=O)c2c(nc(NCCCO)n2Cc2cccc(C(F)(F)F)c2)n(C)c1=O	22	?	0%	-9%	-11%	-1%	-2%
Cc1cccc(/C=N/NC(=O)c2cccc(NC(=O)c3ccccc3)c2)n1	-9	-8%	-32%	79%[activator]	-1%	-6%	-2%
CN(CCCN1CCOCC1)C(=O)c1cc(COc2c(F)cccc2F)on1	10	nt	29%	-2%	5%	-22%	3%
Cc1ccc(Cn2cccc2C2=NC(C)CO2)cc1 (configuration not stated)	-2	7%	-6%	-14%	?	2%	-4%
CCn1c(SCC(N)=O)nnc1-c1ccc2[nH]c(C)c(C)c2c1	22	?	-4%	-7%	-20%	-5%	1%
CN(C)c1ccc(NC2=C(Cl)C(=O)c3ccccc3C2=O)cc1	-97*	10µM*	-14%	7.9µM*	?	?	-28%
Cc1cc(NS(=O)(=O)c2ccccc2)ccc1NS(=O)(=O)c1ccccc1	-30	-18%	nt	-8%	nt	2%	nt
CSc1cccc(NS(=O)(=O)c2ccc3[nH]cc(C(=O)N4CCCCCC4)c(=O)c3c2)c1	3	nt	nt	nt	2%	-7%	nt
COCCNC(=O)C1(C)CCCN(C(=O)c2cc(OC)c(OC)c(OC)c2)C1 (configuration not stated)	51	nt	nt	4%	nt	0%	nt
CC(=O)N1c2ccc(S(=O)(=O)NCCC(=O)NCCc3ccc(Cl)cc3)cc2CC1C (configuration not stated)	-61*	?	25%	7%	-7%	3%	-1%
Cc1ccc(OCC(=O)N/N=C/c2cccnc2)cc1C	7	-8%	-3%	-1%	1%	-5%	3%
CCN(CC)S(=O)(=O)c1ccc(C(=O)NCCSc2c(-c3ccc(F)cc3)[nH]c3ccccc23)cc1	-30	nt	nt	nt	3%	-2%	nt
S=C(Nc1cccc(Br)c1)N1CCn2cccc2C1c1cccnc1 (configuration not stated)	-40	-27%	-40%	14%	-1%	-11%	10%
CC(C)C(=O)Nc1cccc(S(=O)(=O)c2cccc(NC(=O)C(C)C)c2)c1	-25	?	-30%	38%[activator]	-11%	-3%	7%
COc1ccc(NC(=O)Cn2cnc3ccc(S(=O)(=O)N4CCC(C)CC4)cc3c2=O)c(OC)c1	14	nt	nt	nt	-5%	-2%	nt
COc1ccccc1CNC(=O)COC(=O)c1ccco1	62	21%	-8%	7%	nt	0%	nt
Cc1cccc(OCC(=O)Nc2ccccc2N2CCCCC2)c1	?	?	-14%	21%	-19%	2%	-1%
COc1ccc(C2=NC(C)(C)N(CC(=O)Nc3cc(OC)cc(OC)c3)C2=O)cc1	10	nt	nt	nt	13%	5%	nt
O=C1NCN(c2ccccc2)C12CCN(C(c1cccc3ccccc13)c1nnnn1-c1ccc3c(c1)OCCO3)CC2 (configuration not stated)	3	nt	nt	-1%	nt	1%	nt
COCCNC(=O)CN(C(=O)CCC(=O)Nc1ccccn1)c1ccccc1OC	28	10%	-10%	-6%	-5%	-3%	5%
O=C1C(Cl)=C(Nc2ccccc2)C(=O)c2ccccc21	0	?	-12%	-4%	-12%	-3%	-3%
COC(=O)CSc1nc(N2CCCCC2)c2c(c1C#N)CCCC2	25	-29%	-9%	-15%	-16%	-16%	5%
COc1cccc(NC2=NC3(CCCCC3)N=C(N)N2)c1	12	2%	-32%	1%	?	-2%	0%
Cn1c(OCc2ccc3c(c2)OCO3)nc2c1c(=O)n(Cc1ccc(Cl)c(Cl)c1)c(=O)n2C	16	20%	-14%	-11%	0%	-4%	2%
More results:
SMILES	HCMV antiviral	HCV inhibitor	AmpC no deterg	AMA1 RON2 block	AmpC inh detg	TbPYK inhibitor	LmPK inh
COc1cccc(CN2CCNC(=O)C2CC(=O)N(C)CC2CCOCC2)c1 (configuration not stated)	-8	17%	20%	22%	8%	-2%	-8%
Cc1ccc(N(C)S(=O)(=O)c2ccc3[nH]c(=O)ccc3c2)cc1	-8	nt	nt	nt	18%	-5%	nt
COc1ccccc1NS(=O)(=O)c1cccc(C(=O)N/N=C/c2ccccc2OCC(=O)O)c1	-5	1%	-22%	43%[activator]	-14%	-8%	3%
Cc1cccc(NC(=S)N(CCc2nc3cc(C)c(C)cc3[nH]2)Cc2cccnc2)c1	-23	3%	-32%	10%	-7%	-11%	-1%
O=[N+]([O-])c1nccn1CC(O)CO (configuration not stated)	15	nt	nt	-5%	nt	4%	nt
O=C(c1ccc(C(=O)N2CCN(c3ccccc3F)CC2)nc1)N1CCN(c2ccccc2F)CC1	-19	-1%	11%	-8%	0%	-3%	-1%
O=C(NCCSc1c[nH]c2ccccc12)c1ccccc1Cl	3	nt	nt	nt	12%	-9%	nt
CCOC(=O)Nc1ccc2c(c1)N(C(=O)CCN1CCN(CCO)CC1)c1ccccc1S2	-22	?	nt	-5%	nt	-1%	nt
COc1ccccc1N1CCN(C(=O)CCn2c(=O)[nH]c3ccccc3c2=O)CC1	-14	0%	8%	7%	-13%	3%	2%
